Screens deposited in PubChem by Broad Institute.
esBAF inh – SWI/SNF esBAF complex inhibition; mouse ES cells, Bmi1-luciferase knock-in reporter, 24 h; 100% = twice the neutral-well signal; reporter increase, % at 12.5 µM; 350,000 tested, 2% active; in the data active = activation above about 40%; inconclusive = no clear call, values can overlap the other calls;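 note: 0% = median of the plate's neutral control wells and 100% = double that signal; a rise in the Bmi1 reporter signal indicates esBAF inhibition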
SIRT5 block – inhibitors of human sirtuin-5 desuccinylase; Q9NXA8; Purified SirT5, succinyl-peptide AMC, trypsin-coupled fluorescence; inhibition, % at 15 µM; 330,000 tested, 1.1% active; AID 652115; in the data active = inhibition above about 15%; inconclusive = no clear call, values can overlap the other calls
Target sequence (Q9NXA8 whole entry, looked up): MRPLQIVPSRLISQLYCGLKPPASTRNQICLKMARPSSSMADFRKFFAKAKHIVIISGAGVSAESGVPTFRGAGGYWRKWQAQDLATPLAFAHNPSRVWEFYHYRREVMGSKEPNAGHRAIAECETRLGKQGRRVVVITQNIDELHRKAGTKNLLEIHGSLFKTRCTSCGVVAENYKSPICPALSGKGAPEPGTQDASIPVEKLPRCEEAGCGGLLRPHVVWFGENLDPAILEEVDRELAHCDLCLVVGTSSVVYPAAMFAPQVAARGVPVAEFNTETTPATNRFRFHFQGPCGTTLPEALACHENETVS
ARNT TACC3 PPI – ARNT/TACC3 interaction disruption; Q9Y6A5; AlphaScreen His-ARNT PAS-B/GST-TACC3 binding, luminescence; TACC3 fragment carries E629A point mutation; inhibition, % at 9.99 µM; 390,000 tested, 0.66% active; AID 623870;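 active = mean inhibition of replicates at least 50% and at least half of replicates each reaching 50%; inconclusive = half or more replicates reach 50% but mean below 50%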;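 note: 0% = complete ARNT plus TACC3 wells and 100% = ARNT alone without TACC3; many hits fall short of the cut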
miR122 inh – miR-122 inhibition in Huh7 cells. activation (reporter increase), % at 12.5 µM. 340,000 tested, 0.3% active. Huh7 miR-122 Renilla luciferase sensor, 48 h; neutral wells = 0, positive control = 100;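 active = mean replicate activation score at least 90 and every replicate individually at or above 90; inconclusive = only one of the two criteria met; inactive = neither criterion met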;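 note: higher luciferase means less miR-122 activity so hits act as miR-122 inhibitors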
Cneo AK release – causes C. neoformans cell lysis. 360,000 tested, 0.2% active. adenylate kinase release luminescence, 4 h; normalised: neutral wells 0, clomiphene wells 100. lysis activity, % at 15 µM;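 active = mean lysis activity across replicates of at least 80%, whatever share of replicates individually reach that level; inactive = mean lysis activity below 80%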
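Material: C. neoformans cells; Schedule: 4 h static compound exposure, 37 °C, read 1 h post-reagent; Measured by: adenylate kinase release luminescence; Read-out: signal increase indicating cell lysis; Controls: Clomiphene as positive lysis control.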
ERp5 inh – blocks human ERp5 reductase activity on insulin; AID 651711; 350,000 tested, 0.05% active; ERp5 insulin aggregation, absorbance 650 nm, 90 min; inhibition, % at 9.99 µM;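 active = mean replicate inhibition above about 25%, with every replicate also reaching it, limit read from the data, passing the limit was not always enough; inconclusive = only one of those two criteria met; inactive = neither criterion met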
Target sequence (Q15084 whole entry, looked up): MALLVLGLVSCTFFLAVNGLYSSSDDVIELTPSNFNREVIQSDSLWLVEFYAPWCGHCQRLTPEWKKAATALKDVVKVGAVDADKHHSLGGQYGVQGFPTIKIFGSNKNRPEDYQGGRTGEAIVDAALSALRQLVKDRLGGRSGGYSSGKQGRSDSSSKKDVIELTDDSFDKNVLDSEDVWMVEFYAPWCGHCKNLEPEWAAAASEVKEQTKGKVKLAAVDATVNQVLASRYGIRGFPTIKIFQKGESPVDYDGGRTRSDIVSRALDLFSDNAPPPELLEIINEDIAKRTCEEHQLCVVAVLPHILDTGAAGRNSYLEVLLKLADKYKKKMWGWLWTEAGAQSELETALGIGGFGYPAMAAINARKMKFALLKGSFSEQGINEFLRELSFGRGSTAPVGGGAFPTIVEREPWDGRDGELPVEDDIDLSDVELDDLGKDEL
Statin myotox sup – suppressors of simvastatin-induced myotoxicity in C2C12 myotubes. ATP luminescence, 48 h; scaled: DMSO 0, geranylgeraniol control 100. rescue of ATP level, % at 7.49 µM. 330,000 tested, 0.78% active. AID 602340;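 active = mean ATP rescue above about 67%, or every replicate alone reaching that limit, limit read from the data, passing the limit was not always enough; inconclusive = no clear call, values can overlap the other calls; inactive = mean under the limit and some replicate under it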;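 note: myotubes were challenged with 10 µM simvastatin during compound exposure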
* marks the source's active call; other numbers are inactive results; u = inconclusive; x = not tested or not shown; [ ] = remark or other dose.

SMILES	esBAF inh	SIRT5 block	ARNT TACC3 PPI	miR122 inh	Cneo AK release	ERp5 inh	Statin myotox sup
Cc1nn(CC(=O)Nc2cccnc2)c(C)c1[N+](=O)[O-]	-1	-2	-3	19	-4	0	-12
O=C(CN1C(=O)c2ccccc2S1(=O)=O)N1CCN(c2ccccc2F)CC1	-13	x	14	-3	2	x	13
Cc1c(Cl)cccc1NC(=S)NCCc1ccc(C(F)(F)F)cc1	-1	-3	3	0	29	-1	-4
NS(=O)(=O)c1ccc(-c2ccc(/C=C3\SC(=O)NC3=O)o2)cc1	-3	5	9	0	1	0	1
CCOC12NC(=O)CC(=O)N1C(c1ccccc1)=CS2 (configuration not stated)	20	x	-4	2	5	x	x
Cc1ccc(S(=O)(=O)N2C[C@H](O)COC[C@@H]3O[C@H](CC(=O)NCC4CCCCC4)CC[C@H]32)cc1	-2	4	0	3[16.7 µM]	3	1	-8
CCCCN(CC)Cc1ccc(CNC(=O)Nc2ccc(OC)cc2OC)o1	-10	x	-1	-1	2	x	7
O=C([C@H]1[C@H](CO)[C@H]2Cn3c(cccc3=O)[C@@H]1N2C(=O)c1ccccn1)N1CCCCC1	0	-2	-4	x	-1	-2	1
CC1(C)SC(=S)N(/N=C/c2ccc(O)cc2)C1N(O)C(=O)Nc1ccc([N+](=O)[O-])cc1 (configuration not stated)	11	x	18	53	-2	x	-32
COc1ccc(-n2c(-c3ccc(OC)c(OC)c3)n[nH]c2=S)cc1	5	-6	-15	-1	-1	0	4
COc1ccc(CC(=O)Nc2nc(C)cs2)cc1S(=O)(=O)N1CCOCC1	-7	0	0	0	0	-2	-2
CC(C)NC(=O)Nc1ccc2c(c1)CC(=O)N([C@@H](C)CO)C[C@@H](C)[C@@H](CN(C)Cc1ccc(Cl)c(Cl)c1)O2	-6	6	-3	-3[16.7 µM]	0	3	10
Cc1ccccc1S(=O)(=O)N1CC[C@@H]2[C@H]1c1cc(-c3ccc(F)cc3)ccc1N[C@@H]2CO	-3	x	-14	-4[16.7 µM]	-22	x	2
CC(C)(C)c1nnc(NC(=O)CCS(=O)(=O)c2ccccc2)s1	-4	1	-7	-1	2	2	4
CC1CCC(NC(=O)Cn2c(=O)oc3ccccc32)CC1 (configuration not stated)	5	4	-12	-3	2	7	3
COc1cc2c(cc1OC)C1(Nc3c-2c(C)nn3-c2ccccc2)C(=O)Nc2ccccc21 (configuration not stated)	-10	2	0	x	4	1	-33
COc1ccc(CCNC(=O)COC(=O)COc2ccc(C#N)cc2)cc1	x	-1	-7	x	x	2	x
CCOC(=O)N1CCN(C(=O)CSc2ccc3nnc(CCNC(=O)c4ccccc4)n3n2)CC1	-6	-3	-12	0	x	1	7
CSc1ncnc2ncn(C)c12	-1	x	-10	-1	x	-2	-1
c1ccc(-c2csc(-c3ccncc3)n2)cc1	27	5	-3	-7	1	-1	-3

Exported with two lines to a compound: 2 of the compounds above
Value order – esBAF inh, SIRT5 block, ARNT TACC3 PPI, miR122 inh, Cneo AK release, ERp5 inh, Statin myotox sup
CSc1ncnc2ncn(C)c12
 : -1, x, -10, -1, x, -2, -1
Cc1ccc(S(=O)(=O)N2C[C@H](O)COC[C@@H]3O[C@H](CC(=O)NCC4CCCCC4)CC[C@H]32)cc1
 : -2, 4, 0, 3[16.7 µM], 3, 1, -8

Additional entries.
SMILES	esBAF inh	SIRT5 block	ARNT TACC3 PPI	miR122 inh	Cneo AK release	ERp5 inh	Statin myotox sup
NC(=O)/C(=C\c1ccccc1)NC(=O)/C=C/c1ccccc1	x	x	-1	-3	-1	x	x
CC(C)Cn1c(CCCNC(=O)c2ccco2)nc2ccccc21	-11	3	-1	2	0	-2	0
O=C(CSc1nnc(-c2c[nH]c3ccccc23)o1)NCC1CCCO1 (configuration not stated)	2	0	-5	-3	-4	9	2
CCC(C)(C)c1ccc(OCCN2C(=O)NC(C)(C)C2=O)cc1	2	x	-5	-2	-1	x	0
CN(Cc1ccco1)C(=O)C1CCC(=O)N(CCc2cccc(F)c2)C1 (configuration not stated)	0	-1	20	4	-1	1	5
CCCCOc1ccc(S(=O)(=O)NC(=O)C2(C)CCN2C(=O)Cc2cccs2)cc1 (configuration not stated)	-2	x	x	-9	0	1	6
COc1ccc(/C=C/C(=O)NCc2c(C)nn(C)c2C)cc1COc1ccc(Br)cc1	-1	x	14	0	6	x	-39
Cc1c(OC(C)C(=O)NCCCN2CCOCC2)ccc2c3c(c(=O)oc12)CCC3 (configuration not stated)	-5	-1	1	-11	-2	x	23
O=C(Nc1ccccc1)c1cc(C2COCCN2C(=O)c2cccs2)on1 (configuration not stated)	6	-3	x	-1	1	-6	-16
COCCNC(=O)/C(C#N)=C/c1c(N2CCN(C)CC2)nc2ccccn2c1=O	3	-12	-2	-3	0	6	-2
COc1cccc(OC)c1C(=O)NC(=O)Oc1c(F)cccc1F	x	2	-5	0	0	-10	x
COc1ccc(C(C[N+](=O)[O-])c2c(-c3ccccc3)cc3ccccn23)c(OC)c1 (configuration not stated)	-4	x	2	-2	5	x	x
Cc1ccc(SC(C)C(=O)Nc2ccncc2)cc1 (configuration not stated)	15	x	0	-1	-1	x	27
O=C(Cc1c(O)c2ccccc2oc1=O)c1ccc(C(F)(F)F)cc1	-1	-2	-11	3	15	4	17
CCOc1ccc(N=C(/C(C(=O)C(=O)N2CCOCC2)=C(\O)c2ccccc2)c2ccccc2)cc1	68*	0	4	-9	-3	3	0
COc1ccc(S(=O)(=O)Nc2ccc3c(c2)C(=O)N([C@@H](C)CO)C[C@@H](C)[C@@H](CN(C)C(=O)CCCN(C)C)OCCCC[C@H](C)O3)cc1	3	-3	-7	11[16.7 µM]	1	1	11
CCOc1ccccc1NC(=O)c1cccc(S(=O)(=O)N(Cc2ccccc2)c2ccccc2OC)c1	x	-5	-2	11	-4	-2	x
Cc1ccc(-c2csc(NCCn3c(C(F)(F)F)nc4ccccc43)n2)cc1	-6	x	-4	4	2	0	-7
Cc1ccc(-c2noc(CCCC(=O)Nc3cccnc3)n2)cc1	-56	x	0	2	x	x	-3
O=C(COC(=O)c1ccc([N+](=O)[O-])cc1Cl)Nc1cccnc1Cl	-7	-3	-7	-2	0	4	3

The list goes on; it opens with the six that closed the last part.
SMILES	esBAF inh	SIRT5 block	ARNT TACC3 PPI	miR122 inh	Cneo AK release	ERp5 inh	Statin myotox sup
CCOc1ccc(N=C(/C(C(=O)C(=O)N2CCOCC2)=C(\O)c2ccccc2)c2ccccc2)cc1	68*	0	4	-9	-3	3	0
COc1ccc(S(=O)(=O)Nc2ccc3c(c2)C(=O)N([C@@H](C)CO)C[C@@H](C)[C@@H](CN(C)C(=O)CCCN(C)C)OCCCC[C@H](C)O3)cc1	3	-3	-7	11[16.7 µM]	1	1	11
CCOc1ccccc1NC(=O)c1cccc(S(=O)(=O)N(Cc2ccccc2)c2ccccc2OC)c1	x	-5	-2	11	-4	-2	x
Cc1ccc(-c2csc(NCCn3c(C(F)(F)F)nc4ccccc43)n2)cc1	-6	x	-4	4	2	0	-7
Cc1ccc(-c2noc(CCCC(=O)Nc3cccnc3)n2)cc1	-56	x	0	2	x	x	-3
O=C(COC(=O)c1ccc([N+](=O)[O-])cc1Cl)Nc1cccnc1Cl	-7	-3	-7	-2	0	4	3
COc1ccc(N2CCN(C(=O)Cn3nnc(-c4ccccc4N)n3)CC2)cc1	x	-4	-7	x	x	-2	x
C[C@@H]1CN([C@H](C)CO)C(=O)c2cccc(NC(=O)C3CCCCC3)c2O[C@@H]1CN(C)C(=O)Nc1ccc2c(c1)OCO2	11	-1	3	-12[16.7 µM]	-1	0	-2
CCCS(=O)(=O)N1CCCC(C(=O)NCCCN2CCCC2=O)C1 (configuration not stated)	0	-5	-9	x	6	2	1
COc1ccc(CNC(=O)C2CCC(CNC(=O)[C@@H]3Cc4ccccc4CN3)CC2)cc1 (some centres not stated)	2	10	x	-4	-2	-5	-10
O=C(CCN1C(=O)/C(=C\C=C\c2ccccc2)SC1=S)Nc1cccc(C(=O)O)c1	x	3	-4	1	-4	-2	x
O=C(O)c1cccc(N2C(=O)C3C4C=CC(C4=C(c4ccccc4)c4ccccc4)C3C2=O)c1 (configuration not stated)	x	4	x	3	x	19	x
O=C(COC(=O)CCc1c[nH]c2ccccc12)NCc1ccccc1	x	1	7	x	x	1	x
COc1cc(C2(c3ccc(O)c(OC)c3)C(=O)N(C)c3ccc(C)cc32)ccc1O	2	-5	1	-6	-1	3	5
CC(C)C#Cc1ccc2c(c1)O[C@@H](CN(C)C(=O)c1ccccn1)[C@@H](C)CN([C@H](C)CO)S2(=O)=O	2	6	6	18[16.7 µM]	4	-6	12
CCc1cc2c(=O)c(-c3nc4ccccc4n3C)c(C)oc2c(CN2CCN(CCO)CC2)c1O	0	-1	-21	-5	2	4	23
Cc1cccc(NC(=O)c2ccccc2-c2ccccc2)c1	x	0	-3	x	x	3	x
Cc1ccnc(NC(=O)c2ccc(S(=O)(=O)NCc3ccco3)cc2)c1	x	-4	3	x	1	-2	x
CCN(Cc1ccncc1)C(=O)CCc1nnc(CCc2ccc(OC)cc2)o1	12	-1	x	4	6	3	-10
CC1(c2ccc3c(c2)OCCO3)NC(=O)N(CC(=O)Nc2ccccc2F)C1=O (configuration not stated)	-2	-3	22	0	7	5	-13
COc1cccc(CNC(=O)C[C@@H]2C=C[C@H](NS(=O)(=O)c3ccccc3OC)[C@@H](CO)O2)c1	0	-5	-1	x	0	3	5
CCOC(=O)C1(C/C(C)=N/NC(N)=O)CC(C)(C)OC1=O (configuration not stated)	x	-7	-2	-8	0	-1	x
O=C1NC(Cc2ccccc2)C(=O)Nc2ccc(Br)cc21 (configuration not stated)	-5	8	-4	-2	2	1	9
CCOc1ccc(CCNC(=O)C2CCN(c3nn4c(=O)cc(C)nc4s3)CC2)cc1OCC	-5	x	4	-3	3	x	x
COCCNC(=O)C[C@H]1C=C[C@H](NC(=O)NC2CCCCC2)[C@@H](CO)O1	3	-1	3	-2[16.7 µM]	3	0	1
O=S(=O)(N[C@@H]1CC[C@H](CCn2cc(-c3cccc(F)c3)nn2)O[C@H]1CO)c1ccc(Cl)cc1	8	2	-5	x	6	12	26

Three compounds drawn at random from those above, as already listed:
SMILES	esBAF inh	SIRT5 block	ARNT TACC3 PPI	miR122 inh	Cneo AK release	ERp5 inh	Statin myotox sup
O=S(=O)(N[C@@H]1CC[C@H](CCn2cc(-c3cccc(F)c3)nn2)O[C@H]1CO)c1ccc(Cl)cc1	8	2	-5	x	6	12	26
CCOC(=O)C1(C/C(C)=N/NC(N)=O)CC(C)(C)OC1=O (configuration not stated)	x	-7	-2	-8	0	-1	x
CC(C)C#Cc1ccc2c(c1)O[C@@H](CN(C)C(=O)c1ccccn1)[C@@H](C)CN([C@H](C)CO)S2(=O)=O	2	6	6	18[16.7 µM]	4	-6	12

Next results.
SMILES	esBAF inh	SIRT5 block	ARNT TACC3 PPI	miR122 inh	Cneo AK release	ERp5 inh	Statin myotox sup
C[C@H]1CN([C@@H](C)CO)S(=O)(=O)c2ccc(-c3ccncc3)cc2O[C@H]1CN(C)C(=O)C1CC1	-4	-6	-7	-4[16.7 µM]	-2	0	-4
COc1cc(O)c(C(CC(=O)N2CCN(c3ccccc3)CC2)c2ccc(N(C)C)cc2)c(OC)c1 (configuration not stated)	-8	x	6	-3	2	-1	-14
CSc1ccc(CN(C)CC(=O)NC(=O)NCCC2=CCCCC2)cc1	-5	1	x	x	-2	1	-10
O=S(=O)(N1CCCCC1)N1CCN(c2ccc(F)cc2)CC1	-3	x	-1	0	-1	x	-10
Cc1cccc(-n2c(SCC(=O)O)nc3sc4c(c3c2=O)CCC4)c1	0	-3	-6	-3	-4	2	-1
Cc1nnc(SCC(=O)N2CCc3ccccc32)n1-c1ccccc1	-4	x	-21	-4	0	x	u
O=C(COC(=O)c1ccc(F)c(S(=O)(=O)N2CCOCC2)c1)NC1CCCCC1	1	0	2	x	1	2	-1
